SUMO Mot1 rescue: blocks SUMOylation pathway, rescuing yeast Mot1-301 growth. S. cerevisiae Mot1-301 growth rescue, ATP luminescence, 38.5C; percent above DMSO median, 100 means doubled. growth rescue, % at 18.8 µM. actives 1% (n = 320,000). AID 2716;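 active = every valid replicate shows activation above 250% relative to neutral control wells; inactive = the rest, any valid replicate at or below 250%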;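 note: OY570 slx delta 5 strain wells were the positive control but not used for scaling; some compounds called inactive have numbers as strong as hits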
cardiac RTF act: cardiac RTF calcium sensitization; IANBD-labeled TnC RTF fluorescence at EC20 calcium; 0% EC20 calcium, 100% full calcium; activation, % at 7.2 µM; actives 0.24% (n = 340,000);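 active = activation above the mean over all tested compounds plus 3 SD, cut at about 30% in these data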;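 note: rise in fluorescence read as greater calcium sensitivity of cardiac thin filaments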
Rtt109 Vps75: C. albicans Rtt109 histone acetyltransferase inhibition | Q5AAJ8 | actives 0.16% (n = 330,000) | purified Rtt109/Vps75, ThioGlo CoA-SH fluorescence, 4 h | inhibition, % at 34.9 µM;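 active = inhibition of at least 50% in every replicate; inconclusive = best replicate reaches 50% inhibition but some replicates fall short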
PfHsp90 yeast 2: growth inhibition of yeast expressing Plasmodium Hsp90; inhibition, % at 9.4 µM; actives 0.32% (n = 310,000); AID 504621; S. cerevisiae expressing PfHsp90, BacTiter-Glo ATP, 48 h; yeast lacking PDR1 and PDR3 efflux regulators;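 active = every replicate shows inhibition above about 80%, whatever the replicate mean, limit read from the data; inconclusive = mean inhibition reaches the set limit but some replicate falls short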;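 note: 0% = DMSO neutral controls and 100% = 20 µM radicicol positive controls; yeast relying on Plasmodium falciparum Hsp90 in place of its own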
Keap1 Nrf2 FP: disrupts human Keap1 binding to Nrf2 peptide | Q14145 | Keap1 Kelch-Nrf2 peptide fluorescence polarization, 1536-well | inhibition, % at 9.4 µM | actives 0.15% (n = 340,000); in the data active = inhibition above about 12%; inconclusive = no clear call, values can overlap the other calls; inactive = below about 7.3%;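 note: human Keap1 Kelch domain with fluorescein labeled Nrf2 9mer peptide probe; 0% = neutral control wells and 100% = peptide positive control; higher means more block of Keap1 binding to Nrf2 peptide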
NSD2 inh: blocks human histone methyltransferase NSD2 | inhibition, % at 12.5 µM | actives 0.54% (n = 310,000) | AID 743445 | NSD2 peptide methylation, AlphaScreen, 120 min; in the data active = inhibition above about 50%
Target sequence (O96028 whole entry, looked up): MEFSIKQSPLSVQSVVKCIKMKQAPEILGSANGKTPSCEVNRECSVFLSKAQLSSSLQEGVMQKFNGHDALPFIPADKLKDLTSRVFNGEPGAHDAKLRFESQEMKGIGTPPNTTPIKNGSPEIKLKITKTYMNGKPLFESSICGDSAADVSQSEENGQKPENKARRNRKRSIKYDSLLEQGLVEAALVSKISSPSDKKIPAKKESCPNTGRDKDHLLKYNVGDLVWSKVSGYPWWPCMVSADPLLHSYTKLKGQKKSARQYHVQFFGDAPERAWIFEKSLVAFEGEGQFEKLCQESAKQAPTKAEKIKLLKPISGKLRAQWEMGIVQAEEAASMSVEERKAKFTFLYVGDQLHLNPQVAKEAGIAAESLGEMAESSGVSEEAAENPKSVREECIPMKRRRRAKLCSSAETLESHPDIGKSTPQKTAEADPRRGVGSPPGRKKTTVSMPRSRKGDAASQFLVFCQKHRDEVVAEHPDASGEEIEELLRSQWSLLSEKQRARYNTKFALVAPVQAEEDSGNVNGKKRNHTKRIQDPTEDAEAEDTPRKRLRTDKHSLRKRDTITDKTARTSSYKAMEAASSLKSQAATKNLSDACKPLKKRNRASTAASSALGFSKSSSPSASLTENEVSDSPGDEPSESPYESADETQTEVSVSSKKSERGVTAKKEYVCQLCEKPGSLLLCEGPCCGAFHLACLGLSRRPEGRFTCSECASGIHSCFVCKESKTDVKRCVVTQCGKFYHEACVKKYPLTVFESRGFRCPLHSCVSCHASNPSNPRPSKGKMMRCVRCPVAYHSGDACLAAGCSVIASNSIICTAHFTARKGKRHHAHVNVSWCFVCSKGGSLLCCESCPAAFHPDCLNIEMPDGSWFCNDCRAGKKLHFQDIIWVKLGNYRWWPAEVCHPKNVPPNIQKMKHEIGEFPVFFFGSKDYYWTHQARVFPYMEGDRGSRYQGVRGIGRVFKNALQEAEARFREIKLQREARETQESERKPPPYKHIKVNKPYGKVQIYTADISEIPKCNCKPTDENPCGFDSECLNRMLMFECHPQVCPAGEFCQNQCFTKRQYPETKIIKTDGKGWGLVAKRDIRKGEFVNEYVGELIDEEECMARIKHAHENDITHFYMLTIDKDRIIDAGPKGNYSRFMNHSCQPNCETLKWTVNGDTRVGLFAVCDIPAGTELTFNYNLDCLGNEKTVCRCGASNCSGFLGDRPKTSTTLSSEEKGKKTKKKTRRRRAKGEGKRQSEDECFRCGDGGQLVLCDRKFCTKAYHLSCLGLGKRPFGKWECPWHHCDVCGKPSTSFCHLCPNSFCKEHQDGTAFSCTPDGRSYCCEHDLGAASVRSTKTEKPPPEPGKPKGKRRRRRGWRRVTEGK
CDK5 inh: inhibitors of human CDK5/p35 kinase; Recombinant CDK5/p35, ADP-Glo luminescence, 60 min; actives 0.01% (n = 330,000); inhibition, % at 10 µM;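 active = highest replicate inhibition of at least 50% and at least 75% of replicates reaching 50%; inconclusive = only one of the two criteria met; inactive = both criteria failed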;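 note: plate controls were DMSO neutral control for no effect and GW8510 at 10 µM for full effect; many of its hits are not listed in these tables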
PvdQ acylase: blocks Pseudomonas aeruginosa PvdQ acylase activity | inhibition, % at 10 µM | purified PvdQ acylase, fluorescence plate reader | actives 0.063% (n = 340,000); in the data active = inhibition above about 30%, passing the limit was not always enough; inconclusive = no clear call, values can overlap the other calls;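 note: 0% = vehicle neutral wells and 100% = reference inhibitor wells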
dFosB act: mouse delta FosB homodimer activation. P13346. purified delta FosB, TAMRA-CDK5 oligo fluorescence polarization; percent of positive-control signal above neutral wells. activation, % at 25 µM. actives 0.99% (n = 340,000);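 active = mean activation above about 17%, with every replicate also reaching it, limit read from the data, passing the limit was not always enough; inconclusive = only one of the two conditions met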;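 note: fluorescence polarization rise as delta FosB binds a TAMRA Cdk5 AP-1 oligo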
C-LANA FP: blocks KSHV LANA C-terminal domain binding to DNA | MBP-C-LANA/FAM-LBS DNA binding, fluorescence polarization | inhibition, % at 9 µM | actives 0.078% (n = 340,000) | AID 504423;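 active = highest replicate inhibition at or above 60% at 9 µM, even if other replicates fall short; inactive = all replicates below 60% inhibition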;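 note: 0% = neutral control wells and 100% = 4 µM acridine orange control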
Cardiac RTF inh: cardiac RTF calcium desensitization; IANBD-labeled cardiac RTF, Ca2+ fluorescence; inhibition, % at 7.15 µM; actives 0.12% (n = 340,000); P19429+P45379;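 active = inhibition above the mean inhibition of all tested compounds plus 3 SD, cut at about 17% in these data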;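 note: assay run at fixed EC70 calcium of 1.6 mM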
The depositor's hits bear a star; ? = inconclusive; / = no result given.

nr | compound | C-LANA FP | Rtt109 Vps75 | cardiac RTF act | Keap1 Nrf2 FP | CDK5 inh | Cardiac RTF inh
1 | O=C(NCc1ccccn1)C1CCC(=O)N(Cc2ccc(Cl)cc2)C1 (stereo not given) | -0.5 | 1 | 4 | 2 | -2.5 | 1
2 | COc1ccc(OC)c(NC(=O)CCN2CCN(Cc3ccccc3)CC2)c1 | 0.1 | -3 | -3 | -5 | -0.7 | 0
3 | O=C(O)C(CCCCN1C(=O)c2ccccc2C1=O)N1C(=O)c2ccccc2C1=O (stereo not given) | -1.4 | -7 | 2 | -3 | -0.4 | -6
4 | CCOc1ccc(OCC(=O)OCC(=O)N2CCN(S(=O)(=O)c3ccc(C)cc3C)CC2)cc1 | 0.6 | 13 | -3 | -1 | -0.5 | 2
5 | CC(Nc1cccc(F)c1)C(=O)Nc1ccc(S(N)(=O)=O)cc1 (stereo not given) | 1.5 | -1 | 3 | -1 | -0.4 | -11
6 | Cn1c(NC(=O)c2ccc(S(=O)(=O)N3CCCCC3)cc2)cc(=O)n(C)c1=O | -0.9 | 6 | 1 | -1 | -0.7 | 17*
7 | COc1ccc(CCNc2nc(C)cc(=O)[nH]2)cc1OC | -0.8 | -1 | -1 | -2 | 0.3 | -14
8 | CCn1cc2nc(SCC(=O)Nc3ccc(F)cc3F)n(Cc3ccccc3)c(=O)c2n1 | 0.5 | 2 | -4 | 2 | / | -2

nr | PfHsp90 yeast 2 | PvdQ acylase | SUMO Mot1 rescue | NSD2 inh | dFosB act
1 | -1 | -7 | 1 | 0 | -9
2 | -11 | -14 | -3 | 2 | 2
3 | -9 | -18 | 142 | 0 | 2
4 | / | 4 | / | -1 | 2
5 | -30 | -12 | 99 | -9 | -5
6 | -4 | 29 | -1 | -3 | 1
7 | -27 | -11 | 10 | 4 | -8
8 | -1 | -9 | -2 | 24 | -5

More compounds
nr | compound | C-LANA FP | Rtt109 Vps75 | cardiac RTF act | Keap1 Nrf2 FP | CDK5 inh | Cardiac RTF inh
9 | CC1CCCN(S(=O)(=O)c2cccc([N+](=O)[O-])c2)C1 (stereo not given) | -0.2 | 0 | -1 | -7 | 1.1 | 0
10 | CSC1=N/C(=C\c2ccc(Br)o2)C(=O)S1 | 22 | 3 | -6 | 2 | 1.3 | -6
11 | CC(C)c1nnc(NC(=O)c2nc(S(=O)(=O)Cc3ccccc3)ncc2Cl)s1 | -1.6 | ? | -2 | 1 | 0.1 | -9
12 | O=C(CC(c1cccs1)S(=O)(=O)c1ccccc1)c1ccc(F)cc1 (stereo not given) | 1.4 | -2 | 3 | -6 | 2.0 | -2
13 | COC(=O)C(C(=O)OC)[C@@H]1C=C[C@H](C[N+](=O)[O-])N(C(C)=O)C1 | 1.0 | 10 | -2 | -1 | -0.8 | -4
14 | CS(=O)(=O)N1CCc2cc(C(=O)Nc3ccc(Br)cc3)ccc21 | -2.7 | -5 | -2 | -2 | -0.2 | -7
15 | CC1CN(CCC(=O)Nc2ccccc2F)CC(C)O1 (stereo not given) | 2.9 | 9 | 0 | 4 | 1.6 | -1
16 | CC1CCCCN1C(=O)CCc1nnc(Cc2c[nH]c3ccccc23)o1 (stereo not given) | -1.1 | 4 | 3 | -2 | -0.1 | -8

nr | PfHsp90 yeast 2 | PvdQ acylase | SUMO Mot1 rescue | NSD2 inh | dFosB act
9 | -24 | 9 | -1 | 2 | 0
10 | -13 | -7 | -22 | 14 | -4
11 | -8 | -7 | / | / | -2
12 | -1 | -9 | -4 | -3 | -1
13 | -16 | -15 | / | / | 2
14 | -4 | -22 | 1 | 0 | -3
15 | -1 | -8 | -10 | -2 | 1
16 | -3 | -18 | -1 | 0 | -9

(continued)
nr | compound | C-LANA FP | Rtt109 Vps75 | cardiac RTF act | Keap1 Nrf2 FP | CDK5 inh | Cardiac RTF inh
17 | CCCCOC(=O)c1ccccc1N1C(=O)C2C3CCC(C3)C2C1=O (stereo not given) | 0.6 | -4 | -1 | -1 | -0.6 | 3
18 | O=C(c1ccc(CSc2ccc(Cl)cc2)cc1)N1CCOCC1 | 0.5 | -6 | -5 | 3 | 0.6 | 3
19 | Cc1ccc(NC(=O)CSc2nc3[nH]ncc3c(=O)[nH]2)c(C)c1 | 0.4 | 15 | 4 | 2 | 0.5 | -2
20 | CCOc1cc(C=O)ccc1OCCn1c([N+](=O)[O-])cnc1C | 0.7 | -2 | 5 | -3 | -1.8 | -9
21 | Cc1cc(NCCCN(C)C)n2c(nc3ccccc32)c1C#N | 0.8 | -1 | 2 | -6 | 0.6 | -3
22 | O=C(COc1ccc(-c2ccccc2)cc1)N/N=C/c1cccnc1 | 0.3 | -8 | 1 | 4 | -1.1 | 2
23 | Cc1cc(CNC(=O)CC2C(=O)NCCN2Cc2ccc(-c3ccccc3)cc2)nn1C (stereo not given) | 0.0 | 13 | 0 | -6 | 2.1 | -4
24 | O=C(O)c1ccc(C=NN=Cc2ccco2)cc1 | 6.8 | -8 | -7 | -1 | 0.7 | -3

nr | PfHsp90 yeast 2 | PvdQ acylase | SUMO Mot1 rescue | NSD2 inh | dFosB act
17 | 5 | 7 | 12 | 23 | 6
18 | 1 | -1 | 2 | -1 | -15
19 | -9 | 10 | -6 | 5 | -11
20 | 11 | -2 | -5 | -7 | -6
21 | -1 | -34 | -10 | -1 | 0
22 | 18 | -8 | 8 | -1 | 5
23 | -7 | 5 | -19 | / | 2
24 | 13 | -1 | / | 1 | 0

Further entries
nr | compound | C-LANA FP | Rtt109 Vps75 | cardiac RTF act | Keap1 Nrf2 FP | CDK5 inh | Cardiac RTF inh
25 | COC(CCN(C)C)(c1ccccc1)c1ccccc1 | 1.0 | -7 | 4 | 4 | 1.4 | -6
26 | Cc1ccc[n+](-c2nc([O-])sc2/C=N/Nc2ccc([N+](=O)[O-])cc2)c1 | 6.0 | 1 | 8 | 3 | 2.7 | -6
27 | CCOc1ccc(OCC(=O)Nc2nccs2)cc1 | -0.4 | -4 | 11 | -6 | 28 | 0
28 | Cc1ccc2[nH]c3c(NCc4ccco4)ncnc3c2c1 | 0.7 | 9 | 4 | 2 | -0.3 | -4
29 | CC(NC(=O)c1ccc(Br)o1)C1CC2CCC1C2 (stereo not given) | 0.4 | -1 | 4 | -2 | -0.9 | -7
30 | COc1ccc(/C=N/NS(=O)(=O)c2ccc(C)cc2)cc1OC(=O)c1ccc(C)cc1 | 2.2 | 5 | -1 | -2 | 2.0 | -1
31 | COc1ccccc1OCCNC(=O)CN1C(=O)NC2(CCCCC2)C1=O | 0.3 | -4 | 1 | 2 | -2.3 | -1
32 | Cc1cccc(NC2=CC(=O)CC(C)(C)C2)c1C | -1.4 | -15 | 1 | -1 | 0.5 | -4

nr | PfHsp90 yeast 2 | PvdQ acylase | SUMO Mot1 rescue | NSD2 inh | dFosB act
25 | -1 | -10 | 88 | 5 | -3
26 | -2 | -12 | -16 | 2 | 2
27 | 41 | -20 | -66 | -1 | -4
28 | 9 | -16 | 417 | 29 | -5
29 | -7 | 17 | 7 | -1 | -5
30 | -7 | -2 | 12 | -1 | -6
31 | -6 | -2 | 82 | 7 | -7
32 | 13 | 0 | 317 | -1 | -6

The list goes on:
nr | compound | C-LANA FP | Rtt109 Vps75 | cardiac RTF act | Keap1 Nrf2 FP | CDK5 inh | Cardiac RTF inh
33 | CCn1c(SCC(=O)Nc2ccccc2C)nc2nc3c(cc2c1=O)COC(C)(C)C3 | -2.3 | -12 | -3 | 3 | 1.4 | 3
34 | O=C(Nc1ccon1)c1csc2ccccc12 | 0.2 | 2 | -1 | -8 | 0.6 | -8
35 | O=C(Nc1nc(-c2ccc(F)cc2)cs1)C1CCCO1 (stereo not given) | 1.1 | -1 | 0 | 3 | -2.0 | 12
36 | Cn1ccsc1=NC(=O)c1ccccc1OC(F)F | -1.7 | -13 | 5 | -1 | -0.3 | -13
37 | COc1ccc(C2=NOC(C(=O)Nc3cc(Br)ccc3O)C2)cc1OC (stereo not given) | -0.9 | 8 | -1 | -3 | 0.6 | -2
38 | CCN(CC(=O)Nc1cc(Cl)ccc1C)c1ncnc2sc(C)c(C)c12 | -1.1 | 1 | 8 | -3 | -0.7 | 6
39 | O=C(CSc1n[nH]c(-c2cccs2)n1)N1CCCc2ccccc21 | -1.4 | 6 | -1 | -2 | -0.5 | -1

nr | PfHsp90 yeast 2 | PvdQ acylase | SUMO Mot1 rescue | NSD2 inh | dFosB act
33 | 13 | -6 | -4 | -1 | -3
34 | 6 | -20 | 15 | -12 | -6
35 | 17 | -5 | 3 | -2 | -2
36 | -6 | -13 | 3 | -1 | -3
37 | -1 | 1 | -3 | 1 | 16
38 | 2 | -7 | 8 | 0 | -8
39 | / | -14 | -6 | 1 | -5

Among those listed so far, these have fluorine.
nr | compound | C-LANA FP | Rtt109 Vps75 | cardiac RTF act | Keap1 Nrf2 FP | CDK5 inh | Cardiac RTF inh
5 | CC(Nc1cccc(F)c1)C(=O)Nc1ccc(S(N)(=O)=O)cc1 (stereo not given) | 1.5 | -1 | 3 | -1 | -0.4 | -11
8 | CCn1cc2nc(SCC(=O)Nc3ccc(F)cc3F)n(Cc3ccccc3)c(=O)c2n1 | 0.5 | 2 | -4 | 2 | / | -2
12 | O=C(CC(c1cccs1)S(=O)(=O)c1ccccc1)c1ccc(F)cc1 (stereo not given) | 1.4 | -2 | 3 | -6 | 2.0 | -2
15 | CC1CN(CCC(=O)Nc2ccccc2F)CC(C)O1 (stereo not given) | 2.9 | 9 | 0 | 4 | 1.6 | -1
35 | O=C(Nc1nc(-c2ccc(F)cc2)cs1)C1CCCO1 (stereo not given) | 1.1 | -1 | 0 | 3 | -2.0 | 12
36 | Cn1ccsc1=NC(=O)c1ccccc1OC(F)F | -1.7 | -13 | 5 | -1 | -0.3 | -13

nr | PfHsp90 yeast 2 | PvdQ acylase | SUMO Mot1 rescue | NSD2 inh | dFosB act
5 | -30 | -12 | 99 | -9 | -5
8 | -1 | -9 | -2 | 24 | -5
12 | -1 | -9 | -4 | -3 | -1
15 | -1 | -8 | -10 | -2 | 1
35 | 17 | -5 | 3 | -2 | -2
36 | -6 | -13 | 3 | -1 | -3

Screening results as filed in PubChem BioAssay.
